# PfHsp90 yeast 2 – growth inhibition of yeast expressing Plasmodium Hsp90; AID 504621; 310,000 tested, 0.32% active; inhibition, % at 9.4 µM; S. cerevisiae expressing PfHsp90, BacTiter-Glo ATP, 48 h; yeast lacking PDR1 and PDR3 efflux regulators;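 active means every replicate shows inhibition above about 80%, whatever the replicate mean, limit read from the data; inconclusive means mean inhibition reaches the set limit but some replicate falls short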;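 further: 0% = DMSO neutral controls and 100% = 20 µM radicicol positive controls; yeast relying on Plasmodium falciparum Hsp90 in place of its own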
# SR-BI DiI-HDL act – SR-BI HDL lipid transfer activation; CHO ldlA[mSR-BI] cells, DiI-HDL uptake fluorescence, 3 h; 100 = double the neutral-control signal; activation, % at 12.5 µM; 320,000 tested, 0.096% active;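 active means mean replicate activation of at least 60% and every replicate at or above 60%; inconclusive means mean or all-replicate condition met, but not both; inactive means mean below 60% and not all replicates reaching 60%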;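 further: 0% = median plate neutral-control signal and 100% = twice that signal; values of inactives mirror those of a sister screen read the other way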
#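 Assay system: LDL receptor-deficient CHO ldlA cells overexpressing murine SR-BI / Medium: BSA-supplemented, HEPES-buffered Ham's F12, pH 7.4 / Probe or stimulus: DiI-labelled HDL at 10 µg/mL final / Timing: compound with DiI-HDL co-incubation, 3 h at 37 °C / Technique: bottom-read cell fluorescence after medium removal, ex 550/em 595 nm / Measure: HDL uptake via cellular fluorescence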
# CAL PDZ FP-1 – blocks peptide binding to human CAL PDZ domain. Q9HD26. purified CAL PDZ, TMR-peptide fluorescence polarization, 1 h. inhibition, % at 20 µM. 330,000 tested, 0.02% active. AID 504414;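 active means highest replicate inhibition of at least 40%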;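 further: plate controls were DMSO neutral control wells for no effect and unlabeled competitor peptide control wells for full effect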
#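 System: purified tagged CAL PDZ domain construct (CerCALP). Schedule: 1 h incubation at room temperature before polarization reading. Medium: 25 mM sodium phosphate pH 7.4, 150 mM NaCl, TCEP, IgG, Thesit. Read-out: percent inhibition from loss of millipolarization. Measured by: FP readout, S and P plane fluorescence. Probe or stimulus: fluorescent TMR peptide probe.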
# Rtt109 HAT inh – blocks Candida albicans Rtt109/Vps75 acetyltransferase activity | Q5AAJ8 | purified Rtt109/Vps75, ThioGlo CoA-SH fluorescence, 4 h | inhibition, % at 34.9 µM | 330,000 tested, 0.16% active;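 active means inhibition of at least 50% in every replicate; inconclusive means best replicate reaches 50% inhibition but some replicates fall short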
# CAL PDZ FP-2 – blocks peptide binding to the human CAL PDZ domain; Q9HD26; purified CAL PDZ, TMR-peptide fluorescence polarization, 1 h; inhibition, % at 24.9 µM; 300,000 tested, 0.92% active; AID 602252;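 active means mean inhibition of at least 30% with at least half of replicates also reaching 30%; inconclusive means no clear call, values can overlap the other calls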;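 further: 0% = DMSO neutral control and 100% = excess unlabeled competitor peptide PRC23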
# dFosB activator – mouse delta FosB homodimer activation. activation, % at 25 µM. purified delta FosB, TAMRA-CDK5 oligo fluorescence polarization; percent of positive-control signal above neutral wells. AID 493131. 340,000 tested, 0.99% active;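 active means mean activation above about 17%, with every replicate also reaching it, limit read from the data, passing the limit was not always enough; inconclusive means only one of the two conditions met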;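 further: fluorescence polarization rise as delta FosB binds a TAMRA Cdk5 AP-1 oligo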
# PvdQ acylase – blocks Pseudomonas aeruginosa PvdQ acylase activity; purified PvdQ acylase, fluorescence plate reader; inhibition, % at 10 µM; 340,000 tested, 0.063% active; in the data active means inhibition above about 30%, passing the limit was not always enough; inconclusive means no clear call, values can overlap the other calls;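 further: 0% = vehicle neutral wells and 100% = reference inhibitor wells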
# NSD2 inh – blocks human histone methyltransferase NSD2 | O96028 | NSD2 peptide methylation, AlphaScreen, 120 min | inhibition, % at 12.5 µM | 310,000 tested, 0.54% active | AID 743445; in the data active means inhibition above about 50%
# Target sequence (O96028 whole entry, looked up): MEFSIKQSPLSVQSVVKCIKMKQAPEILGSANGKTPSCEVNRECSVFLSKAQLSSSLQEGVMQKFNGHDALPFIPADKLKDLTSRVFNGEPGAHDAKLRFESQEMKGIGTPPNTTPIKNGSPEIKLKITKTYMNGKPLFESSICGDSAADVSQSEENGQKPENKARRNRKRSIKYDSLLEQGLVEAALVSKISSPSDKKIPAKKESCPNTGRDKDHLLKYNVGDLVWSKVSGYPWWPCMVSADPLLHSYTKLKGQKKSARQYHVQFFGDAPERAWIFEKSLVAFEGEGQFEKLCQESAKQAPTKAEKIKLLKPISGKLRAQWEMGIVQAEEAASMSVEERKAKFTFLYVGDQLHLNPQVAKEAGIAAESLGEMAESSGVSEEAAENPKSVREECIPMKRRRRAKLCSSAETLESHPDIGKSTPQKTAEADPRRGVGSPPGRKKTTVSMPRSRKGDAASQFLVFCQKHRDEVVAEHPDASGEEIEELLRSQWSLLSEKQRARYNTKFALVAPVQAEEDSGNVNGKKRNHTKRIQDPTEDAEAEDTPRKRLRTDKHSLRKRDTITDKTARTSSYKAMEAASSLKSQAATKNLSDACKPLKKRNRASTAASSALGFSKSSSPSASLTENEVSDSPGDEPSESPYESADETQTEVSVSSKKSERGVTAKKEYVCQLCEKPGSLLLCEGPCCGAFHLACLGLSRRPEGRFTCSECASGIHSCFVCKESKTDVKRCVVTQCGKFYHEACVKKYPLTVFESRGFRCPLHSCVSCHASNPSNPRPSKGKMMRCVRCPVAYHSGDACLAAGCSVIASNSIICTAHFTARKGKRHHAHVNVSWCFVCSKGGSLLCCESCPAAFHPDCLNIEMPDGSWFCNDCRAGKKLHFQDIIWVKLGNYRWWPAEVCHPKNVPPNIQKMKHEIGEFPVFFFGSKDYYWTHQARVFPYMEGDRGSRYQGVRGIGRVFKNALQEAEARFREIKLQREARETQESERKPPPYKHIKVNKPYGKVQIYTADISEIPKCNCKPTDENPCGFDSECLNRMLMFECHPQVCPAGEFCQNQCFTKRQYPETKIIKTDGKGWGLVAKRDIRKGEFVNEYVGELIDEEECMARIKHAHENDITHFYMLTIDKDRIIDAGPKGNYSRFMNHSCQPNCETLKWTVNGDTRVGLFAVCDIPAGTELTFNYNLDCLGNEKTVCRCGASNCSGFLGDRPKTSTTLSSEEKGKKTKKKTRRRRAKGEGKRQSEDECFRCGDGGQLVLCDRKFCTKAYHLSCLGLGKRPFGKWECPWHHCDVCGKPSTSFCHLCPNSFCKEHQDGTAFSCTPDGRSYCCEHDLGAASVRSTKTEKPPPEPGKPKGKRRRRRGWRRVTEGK
# MITF act – activators of MITF-driven TRPM1 promoter activity in SK-MEL-5 cells; SK-MEL-5 TRPM1-promoter luciferase, 24 h; % of positive control, neutral wells = 0; activation, % at 12.5 µM; 300,000 tested, 0.75% active; AID 588334;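 active means mean activation of at least 80% with every replicate also reaching 80%; inconclusive means mean reaches 80% but some replicate falls short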;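 further: 0% = neutral control wells and 100% = parthenolide positive control wells; values of inactives mirror those of a sister screen read the other way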
# SR-BI HDL uptake – mouse SR-BI HDL lipid transfer inhibition; Q61009; ldlA[mSR-BI] CHO cells, DiI-HDL uptake fluorescence, 3 h; inhibition, % at 12.5 µM; 320,000 tested, 0.96% active; AID 488896;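 active means mean replicate inhibition of at least 70% and a set share of replicates each scoring 70 or more; inconclusive means meets just one of the two criteria; inactive means fails both criteria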;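 further: 0% = median of neutral control wells and 100% = median of positive control wells; values of inactives mirror those of a sister screen read the other way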
# An asterisk follows results filed as active; ? = inconclusive; · = no result given.
SMILES,PfHsp90 yeast 2,SR-BI DiI-HDL act,CAL PDZ FP-1,Rtt109 HAT inh,CAL PDZ FP-2,dFosB activator,PvdQ acylase,NSD2 inh,MITF act,SR-BI HDL uptake
CCCc1oc(C(=O)O)cc1CN1CCCC1,6,23,-3.2,·,-3,-4,-16,1,3,-23
Cc1cc(C(=O)CSc2nn3c(=O)c(C(C)(C)C)nnc3s2)c(C)n1C1CC1,-24,-36,-1.7,3,·,-9,-10,4,-7,36
CCC1Nc2ncnc(N3CCCCC3)c2N(Cc2ccc(Br)cc2)C1=O (configuration not stated),-21,49,-0.4,11,-3,2,-5,·,-20,-49
CN(CCc1cn[nH]c1)Cc1nc(Cc2ccccc2)no1,-2,15,0.1,6,-2,-3,-1,-2,2,-15
CCOC(=O)c1nnn(CC(=O)NC(=O)Nc2ccccc2)c1C(=O)OCC,4,·,-0.9,0,1,-7,5,-2,1,·
CCc1nnc(NC(=O)c2oc3ccccc3c2COC(C)C)s1,·,8,0.0,9,8,-9,-10,-1,-1,-8
CCC(C)n1c(NC(=O)c2ccccc2)c(C#N)c2nc3ccccc3nc21 (configuration not stated),-2,-27,·,8,-9,-9,-3,·,-3,26
COc1ccc(Br)cc1S(=O)(=O)N(CC(=O)N1CCN(C)CC1)c1ccccc1,-10,-9,-1.6,2,8,-8,-9,0,-7,9
COC(=O)c1ccccc1NC(=O)CNC(=O)c1ccc(OC)c(OC)c1,30,-2,-1.8,0,-1,-11,-14,0,7,2
CCCN1C(=O)C(=O)c2cc(C)ccc21,18,2,0.2,-5,-3,0,-12,·,14,-2
CN(Cc1ccco1)C(=O)C(Cc1ccccc1)NS(=O)(=O)c1ccc2c(c1)CCC(=O)N2 (configuration not stated),-24,-4,0.3,6,·,-3,-13,·,8,4
O=C1c2cccnc2C(=O)N1Cc1ccc2c(c1)OCO2,-7,30,-2.3,3,·,-1,-1,20,-11,-30
CCSc1nnc(NC(=O)CSc2nnc(-c3c[nH]c4ccccc34)n2C)s1,3,12,-0.7,-5,-3,-6,3,·,2,-12
Cc1ccc(S(=O)(=O)N2CCC(=O)N(C(COCc3ccc(Cl)cc3)C(C)C)CC2)cc1 (configuration not stated),-9,32,-1.0,1,-2,-8,-11,·,-2,-32
Cn1c(NCc2ccco2)nc2ccccc21,-5,16,-2.0,-1,-4,-2,-11,-3,25,-16
C=CCn1c(SCC(=O)Nc2ccc(S(N)(=O)=O)cc2)nnc1-c1cnccn1,-1,-7,-1.7,9,3,-5,-16,-2,0,7
O=C(CNC(=O)/C(=C\c1ccc(Br)cc1)NC(=O)c1ccccc1)OCc1ccccc1,-29,4,-1.5,-4,0,9,1,-4,5,-4
CCOC(=O)c1c(C)[nH]c(C)c1C(=O)COC(=O)c1nc2nccc(C)n2n1,·,0,5.4,4,-5,-1,-18,-1,11,0
O=C(c1ccc2c3n(nc2c1)-c1ccc(Cl)cc1CO3)N1CCCCC1,-1,8,-3.0,4,-1,-2,-10,·,103*,-8
CC(O)COc1ccc(/C(=N/O)c2ccccc2)cc1 (configuration not stated),·,14,-3.3,-1,-2,4,-1,-1,·,-14

# Profiles, quoted from the list. Order of screens: PfHsp90 yeast 2	SR-BI DiI-HDL act	CAL PDZ FP-1	Rtt109 HAT inh	CAL PDZ FP-2	dFosB activator	PvdQ acylase	NSD2 inh	MITF act	SR-BI HDL uptake
# COC(=O)c1ccccc1NC(=O)CNC(=O)c1ccc(OC)c(OC)c1 reads 30	-2	-1.8	0	-1	-11	-14	0	7	2
# CCc1nnc(NC(=O)c2oc3ccccc3c2COC(C)C)s1 reads ·	8	0.0	9	8	-9	-10	-1	-1	-8
# CC(O)COc1ccc(/C(=N/O)c2ccccc2)cc1 (configuration not stated) reads ·	14	-3.3	-1	-2	4	-1	-1	·	-14

# Continued:
SMILES,PfHsp90 yeast 2,SR-BI DiI-HDL act,CAL PDZ FP-1,Rtt109 HAT inh,CAL PDZ FP-2,dFosB activator,PvdQ acylase,NSD2 inh,MITF act,SR-BI HDL uptake
COc1ccc(S(=O)(=O)Nc2ccc(C)cc2)cc1OC,0,-3,0.0,-1,-1,-3,3,0,·,3
CC(C)CN(C(=O)COC(=O)CCC(=O)c1ccc(Cl)cc1)c1c(N)n(Cc2ccccc2)c(=O)[nH]c1=O,·,-16,-4.1,-5,-8,8,4,1,1,16
Cc1ccc(-c2csc3ncnc(N4CCN(S(=O)(=O)c5cccs5)CC4)c23)cc1,·,-25,1.5,12,0,-5,-5,0,-19,25
CCC(C)NS(=O)(=O)c1ccc(F)c(C(=O)Nc2c(F)cc(F)cc2Br)c1 (configuration not stated),-21,-30,-5.2,-5,0,-2,-6,-2,2,30
COc1ccc(N2C(=O)CCC2(C(N)=O)c2ccccc2)cc1 (configuration not stated),·,7,0.8,0,3,1,0,·,6,-7
Cc1c(C(=O)N(C)C(C)c2ccccn2)oc2c(F)cccc12 (configuration not stated),-11,3,-1.1,0,·,-4,-22,-2,16,-3
COc1cc(/C=C2\NC(=S)N(C)C2=O)ccc1OCc1cccc(F)c1,-15,-46,0.7,1,-4,-16,-7,-1,13,46
CC(Oc1ccccc1)C(=O)NC1CCSc2ccccc21 (configuration not stated),26,5,-0.4,20,2,-11,8,-2,-3,-5
Cc1cccc(NC(=S)N(C)C)c1C,1,4,-0.8,8,-7,0,-13,-2,-6,-4
O=C1NCCCC1C(=O)NCCNC(=O)C(F)(F)F (configuration not stated),16,32,-2.5,·,-1,3,3,·,-6,-32
CCN(CC)CCNC(=O)C1c2ccccc2C(=O)N(C)C1c1cn(C)c2ccccc12 (configuration not stated),-34,17,-2.5,6,·,-2,-13,33,-6,-17
CCOc1ccc(NC(=O)CN(C)C(=O)c2ccc3[nH]c4c(c3c2)CC(C)CC4)cc1OCC (configuration not stated),-28,·,0.3,0,-5,-14,-13,4,11,·
CNS(=O)(=O)c1cc(Cl)ccc1Sc1ccccc1C(=O)O,3,-13,0.2,-1,·,8,-9,-2,·,13
COC(=O)/C(=N/Nc1cccc(C)c1)N1CCCc2ccccc21,-7,2,-0.2,-6,-3,3,-5,-2,-12,-2
CCCn1nnnc1NC(=O)c1cc(Cl)ccc1Cl,-26,20,-0.4,2,-1,1,-5,12,-2,-20
COC(=O)c1nc(Cl)c(Cl)c(N)c1Cl,·,20,-0.8,-15,4,-6,-15,-3,-24,-20
CC1(C)Cc2c(C#N)c(N3CCOCC3)nc(Cc3ccccc3)c2CO1,13,3,-1.1,-9,-4,-8,-21,-3,-9,-3
N#CCc1nn2c(-c3ccccc3)ccnc2c1C#N,-23,-13,-0.8,2,3,-25,-12,1,-2,13
Cc1ccc(N=C2S/C(=C\c3cn(CC(=O)O)c4ccccc34)C(=O)N2C)cc1,-1,5,-2.0,?,-1,-5,-6,9,-9,-5
Cc1c(O)nc(SC2CC(=O)N(c3cc(Cl)cc(Cl)c3)C2=O)[nH]c1=O (configuration not stated),-12,1,0.7,1,-5,0,-5,0,-6,-1
CC(=O)N/C(=N\OCc1ccccc1Cl)c1nonc1NC(C)=O,0,-4,-1.1,4,·,-6,-15,-2,13,4
CCc1cccc2c(C(=O)C(NCCOC)c3ccccc3)c[nH]c12 (configuration not stated),-33,5,-1.9,6,2,-7,0,·,10,-5
CC(=O)C1C(c2ccc(Cl)cc2)c2c(n[nH]c2C)CC1(C)O (configuration not stated),28,26,1.7,2,-5,1,-17,-1,-13,-26
Cc1ccc(NC(=O)CC2CS(=O)(=O)CC2CC(=O)Nc2ccc(C)c(C)c2)cc1C (configuration not stated),4,-7,-0.9,0,-2,-15,-10,4,-5,7
Cc1ccc(OC(=O)CCN2C(=O)c3ccccc3C2=O)cc1C,-74,7,-0.4,-1,-4,-5,-9,1,-8,-7
O=C(Nc1cccnc1)c1cccc(S(=O)(=O)Nc2cccc(Cl)c2)c1,-24,4,-1.5,6,·,-9,-7,-1,-6,-4
COC(=O)c1ccc(NC(=O)c2cccnc2)cc1,18,6,0.2,2,-3,-13,-7,-1,·,-6
O=C1OCCC1Sc1nc2ccccc2[nH]1 (configuration not stated),-16,27,·,1,1,2,5,·,1,-27
Cc1ccc(NC(=O)C(c2ccccc2)N2CCN(C(=O)c3ccco3)CC2)cc1 (configuration not stated),24,29,-1.0,6,-4,-5,-10,2,12,-29
CCOc1ccc(N(CC(=O)NC2CCCCC2)C(=O)CSc2nnc(COc3ccccc3)o2)cc1,10,2,-1.7,-2,-3,-16,-10,0,-6,-2
NC(CSC(c1ccccc1)(c1ccccc1)c1ccccc1)C(=O)O (configuration not stated),-27,-1,6.2,-5,-6,-10,-13,0,6,1
Cc1ccc(N(CC2CO2)S(=O)(=O)c2ccc(C)cc2)cc1 (configuration not stated),-18,-1,0.2,-1,-4,1,-12,·,-15,1
CCOC(=O)CSC1=C(C#N)C(c2ccco2)C(C(=O)OCc2ccccc2)=C(C)N1 (configuration not stated),-4,-47,0.7,-8,·,-6,-14,-3,-3,47
O=C(NCc1ccccc1Cl)C1CCN(S(=O)(=O)N2CCCCC2)CC1,-18,-45,-0.5,-1,-2,10,7,1,-2,45
COc1cc2c(cc1OC)C(=S)NC(C)(C)C2,1,3,0.1,3,1,1,0,0,0,-3
O=[N+]([O-])c1ccc(NC2CCN(Cc3ccccc3)CC2)c([N+](=O)[O-])c1,-4,6,-2.5,3,-1,-2,1,16,11,-6
Cc1cccc(C)c1NC(=O)COC(=O)c1ccccc1O,0,10,-2.1,-4,-2,-4,-4,2,1,-10
COc1ccc(OC)c(C(c2c(O)nc(SC)[nH]c2=O)c2c(O)nc(SC)[nH]c2=O)c1,-4,-11,1.5,-8,·,3,-7,-2,5,11
COc1cc2nc(C3CCC3)nc(N3CCN(c4ccccn4)CC3)c2cc1OC,-2,-43,-1.3,12,-14,5,-5,0,16,43
COc1ccc(C(=O)Nc2ccc3ncccc3c2)cc1,17,-10,-2.5,11,-2,-16,-2,1,·,10
C[C@@H]1CN([C@@H](C)CO)C(=O)c2cc(NC(=O)Nc3ccc(F)cc3)ccc2O[C@@H]1CN(C)Cc1ccc(Oc2ccccc2)cc1,3,22,1.3,-1,-1,-12,-6,·,-9,-22
Cc1csc(C(C)N(C)C(=O)CCc2nnc(CCc3ccccc3)o2)n1 (configuration not stated),25,·,-0.2,3,-5,-5,-15,-8,-11,·
Cc1ccc(NC(=O)c2cc(C)no2)cc1,0,-18,·,13,-3,-2,5,-2,58,18

# Assay outcomes (PubChem BioAssay)
